APJ ag – APJ receptor agonism; 330,000 tested, 0.11% active; activation, % at 20 µM; P35414; CHO-K1 APJ PathHunter beta-arrestin, luminescence; 0% DMSO wells, 100% apelin;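 active = activation more than six SD over the plate average, tested at 20 µM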;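 note: 0% = DMSO alone and 100% = apelin-13 at 10 nM; some results filed as inactive read as strong as hits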
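Assay system: CHO-K1 cells stably expressing ProLink-tagged human APJ and arrestin–beta-gal acceptor. Compound dosing: 20 µM single point, 1% DMSO. Times: 16-18 h seeding, 90 min dark compound exposure, 60 min detection. Detection: beta-gal luminescence. Evaluation: APJ–arrestin association signal. Controls: negative DMSO alone, positive Apelin-13 at 10 nM.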
UPR XBP1 act – activators of adaptive arm of unfolded protein response (XBP1); 330,000 tested, 0.33% active; activation, % at 20 µM; CHO-XBP1 luciferase reporter, IRE1-XBP1 UPR activation, luminescence; percent of tunicamycin response, DMSO as zero;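 active = versus positive control, 20 µM dose yields 30% or more activation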;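 note: 100% = tunicamycin at 10 µg/mL and 0% = DMSO only wells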
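assay system = CHO-XBP1 luciferase reporter cells | amount = 1000 cells/well | buffer or medium = F12 plus 10% FBS | compound dosing = single point, 20 µM final compound, 1% DMSO | incubation = 16-18 h cell attachment at 37 °C, then 6 h compound exposure | detection = Steady-Glo luminescence read | controls = tunicamycin 10 µg/mL and vehicle-only wells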
tim23-1 inh – inhibits growth of tim23-1 mutant yeast. S. cerevisiae tim23-1 growth, BacTiter-Glo luminescence, 24 h. inhibition, % at 20 µM. 330,000 tested, 1.3% active;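 active = growth inhibition of the mutant yeast at or above 50%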;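 note: temperature-sensitive mutant grown at 25 °C; plate controls were DMSO-treated mutant yeast for no effect and medium wells lacking yeast for full effect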
697 NFkB inh – lowers PMA/ionomycin-induced NF-kB signal in 697 B cells; 697 B-cell NF-kB luciferase reporter, 16 h; inhibition, % at 4 µM; 330,000 tested, 0.33% active; AID 435022; in the data active = inhibition above about 35%
Jurkat NFkB inh – inhibitors of the PMA/ionomycin-induced NF-kB reporter in Jurkat cells; PMA/ionomycin-induced NF-kB luciferase reporter, luminescence; inhibition, % at 4 µM; 330,000 tested, 0.53% active; AID 435003; in the data active = inhibition above about 50%
APJ antag – antagonists of human APJ apelin receptor; CHO-K1 APJ beta-arrestin complementation, luminescence; inhibition, % at 20 µM; 330,000 tested, 0.32% active;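 active = inhibition above about 40% at 20 µM, limit read from the data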;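 note: cells challenged with 10 nM apelin-13 agonist together with compound; plate controls were apelin-13 plus DMSO wells for no effect and DMSO wells lacking apelin-13 for full effect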
Mdm2 MdmX PPI – inhibitors of human Mdm2/MdmX interaction; SaOS-2 split-luciferase Mdm2/MdmX complementation, luminescence; 330,000 tested, 3% active; inhibition, % at 8 µM;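 active = inhibition of at least 50% at 8 µM in the primary screen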
Target sequence (O15151 whole entry, looked up): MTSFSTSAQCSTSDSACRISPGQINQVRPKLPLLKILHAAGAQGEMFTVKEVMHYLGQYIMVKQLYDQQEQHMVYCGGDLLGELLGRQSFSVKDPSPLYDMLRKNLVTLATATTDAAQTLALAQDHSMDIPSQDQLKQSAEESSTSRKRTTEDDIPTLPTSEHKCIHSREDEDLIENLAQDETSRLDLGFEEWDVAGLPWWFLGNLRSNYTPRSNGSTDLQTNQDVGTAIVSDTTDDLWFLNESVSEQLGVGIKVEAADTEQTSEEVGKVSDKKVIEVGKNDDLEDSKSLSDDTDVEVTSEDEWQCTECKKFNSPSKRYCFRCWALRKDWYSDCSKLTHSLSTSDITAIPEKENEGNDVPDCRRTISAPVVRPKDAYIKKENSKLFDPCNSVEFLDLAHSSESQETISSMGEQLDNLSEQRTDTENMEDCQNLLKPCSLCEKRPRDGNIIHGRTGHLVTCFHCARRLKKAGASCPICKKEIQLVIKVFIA
Target sequence (Q00987 whole entry, looked up): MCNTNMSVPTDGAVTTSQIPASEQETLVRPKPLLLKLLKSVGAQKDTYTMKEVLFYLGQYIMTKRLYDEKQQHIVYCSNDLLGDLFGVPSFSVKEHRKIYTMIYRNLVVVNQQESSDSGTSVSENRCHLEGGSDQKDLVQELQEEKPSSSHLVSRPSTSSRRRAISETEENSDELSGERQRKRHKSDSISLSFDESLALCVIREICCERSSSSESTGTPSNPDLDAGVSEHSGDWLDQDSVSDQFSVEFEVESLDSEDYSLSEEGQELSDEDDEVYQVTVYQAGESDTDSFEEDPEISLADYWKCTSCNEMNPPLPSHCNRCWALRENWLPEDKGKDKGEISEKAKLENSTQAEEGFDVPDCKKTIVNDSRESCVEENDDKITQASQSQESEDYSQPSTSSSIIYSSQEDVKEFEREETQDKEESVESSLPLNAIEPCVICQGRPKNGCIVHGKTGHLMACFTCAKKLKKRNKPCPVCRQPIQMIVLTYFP
UPR CHOP act – apoptotic UPR (CHOP) activation | CHO-CHOP luciferase reporter, luminescence; percent of tunicamycin response over DMSO baseline | 330,000 tested, 0.34% active | activation, % at 10 µM;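 active = at 10 µM dose, activation of 40% or more, normalized to positive control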;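 note: 100% = tunicamycin at 10 µg/mL and 0% = DMSO alone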
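Evaluation: % reporter activation, DMSO baseline versus tunicamycin full activation; System: CHO-CHOP luciferase reporter cell line; Input: 500 cells/well; Incubation: 6 h compound treatment, 37 °C; Measured by: Steady-Glo luciferase luminescence; Dosing: one dose, 10 µM in 0.5% DMSO; Buffer or medium: F12 medium, 10% FBS; Benchmarks: positive tunicamycin 10 µg/mL, negative DMSO alone.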
Numbers without * were called inactive.

Fields: APJ ag	UPR XBP1 act	tim23-1 inh	697 NFkB inh	Jurkat NFkB inh	APJ antag	Mdm2 MdmX PPI	UPR CHOP act
COc1cc(C(=O)NCc2cccnc2)ccc1OCC(=O)Nc1cccc(C(F)(F)F)c1
    6	-3	-6	-32	12	-35	22	3.9
CCC(C(=O)NCCc1ccc(OC)cc1OC)n1nc(C)n2c(cc3occc32)c1=O (stereo not given)
    -3	-5	12	-21	2	-45	7	2.2
Cc1cc(C)c2nc(N3CCC(C(=O)N4CCN(c5ncccn5)CC4)CC3)sc2c1
    3	-5	13	5	2	6	24	-0.3
CC(=O)Nc1ccc(C=NNc2ccc(S(=O)(=O)Nc3ccccc3C(=O)O)cc2[N+](=O)[O-])cc1
    -5	0	18	9	13	2	11	0.1
CCN1CCCC(OC(=O)C(c2ccccc2)c2ccccc2)C1 (stereo not given)
    -3	-6	6	-3	-4	6	-18	1.5
C/C=C(\C)C(=O)NCCN1C2=NC[C@H](C(C)C)N2C[C@H]1Cc1ccc(O)cc1
    -5	3	-12	1	4	8	1	-0.7
Cc1ccc(-c2csc3ncnc(SCC(=O)NCc4ccc5c(c4)OCO5)c23)cc1
    -4	-4	9	13	-6	-5	43	0.3
COc1ccnc(Oc2ccc(F)cc2)c1C#N
    -1	-1	12	-22	-3	-8	2	-0.8
COc1ccccc1C(=O)Nc1cc2cc(Br)ccc2oc1=O
    -2	17	8	9	-24	5	40	8.6
O=C(O)c1ccc(Cl)c(S(=O)(=O)Nc2ccccc2Cc2ccccc2)c1
    -2	-3	5	18	3	28	0	0.4
O=C(O)C1=NN(c2ccccc2)C(=O)C1
    -4	-1	10	14	2	-2	11	3.9
CC(=O)Nc1ccc(NC(=O)C(C)OC(=O)C2CCN(S(=O)(=O)c3ccc4c(c3)OCCO4)CC2)cc1 (stereo not given)
    7	-5	-21	14	2	11	9	-0.3
COC(=O)c1cccc(C(=O)N2CCC(CCC(=O)NCc3ccc(F)cc3)CC2)c1
    2	-2	-9	15	-5	3	15	-0.6
Cc1ccc2sc(N(CCN(C)C)C(=O)/C=C/c3cccs3)nc2c1C
    -2	-5	33	7	8	11	52*	2.7
COC(=O)CCC(=O)NC(=S)Nc1c(C)cccc1C
    2	1	11	-20	-5	-9	2	4.0

The results go on.
Fields: APJ ag	UPR XBP1 act	tim23-1 inh	697 NFkB inh	Jurkat NFkB inh	APJ antag	Mdm2 MdmX PPI	UPR CHOP act
N#CCC1c2ccccc2CCN1C(=O)Nc1ccc(Cl)cc1 (stereo not given)
    -2	-2	27	10	-4	-27	12	-0.6
COc1cc(-c2nnc(SC/C=C/c3ccccc3)n2N)cc(OC)c1OC
    -2	0	27	9	4	9	8	0.5
Oc1ccc(F)cc1-c1cc(-c2ccc3c(c2)OCCO3)n[nH]1
    -5	1	-6	-224	-160	10	-100	1.9
CC(C)C(=O)N1CCN(c2ccccc2NC(=O)c2cccc3ccccc23)CC1
    1	-1	11	-16	-12	-21	-2	0.4
O=C(COC(=O)CCc1ccccc1)NC1CCS(=O)(=O)C1 (stereo not given)
    -2	-1	5	-1	5	10	6	0.0
C/C(Cc1ccccc1)=N\NC(=O)CNC(=O)c1ccccc1Br
    -2	-2	8	7	10	11	-28	-0.2
Cc1ccccc1NC(=O)COC(=O)CN1C(=O)NC(C)(C)C1=O
    7	1	12	-15	5	20	18	1.1
CCN(CC#CCC1(O)c2ccccc2-c2ccccc21)CCO
    1	-1	5	-12	-25	-9	6	-2.4
O=C(COC(=O)Cc1cccc(C(F)(F)F)c1)NCC1CCCO1 (stereo not given)
    -6	-1	4	8	7	3	23	0.1
CC(=O)Nc1nc2c(F)cccc2s1
    -2	-2	4	-6	5	5	-6	-1.5
CCCCOc1ccc(C(=O)Oc2cc(C)[nH]c(=O)c2[N+](=O)[O-])cc1
    -2	-7	17	1	-2	3	0	1.7
Cc1cc(C(=O)NCC(c2cccs2)N2CCOCC2)ccc1[N+](=O)[O-] (stereo not given)
    -2	-6	-16	7	14	2	26	-1.8
FC(F)(F)COc1ccc(-n2ccnc2)nn1
    0	-2	-8	2	-5	-5	12	1.0
Cc1ccc(C(=O)OCC(=O)Nc2cc(S(C)(=O)=O)ccc2Cl)cc1S(=O)(=O)N1CCCCC1
    1	-8	11	6	5	-33	21	-0.9
Cc1ccccc1-n1nc(C)c(N=O)c1N
    -3	-6	-7	5	-14	9	17	0.1

(cont.)
Fields: APJ ag	UPR XBP1 act	tim23-1 inh	697 NFkB inh	Jurkat NFkB inh	APJ antag	Mdm2 MdmX PPI	UPR CHOP act
O=C(c1ccc(C#CC2(O)CCCCC2)cc1)N1CCN(Cc2ccccc2)CC1
    2	-8	28	-3	4	-39	13	-0.3
CCOc1ccccc1OCCCC(=O)Nc1cccc(S(=O)(=O)N2CCOCC2)c1
    -3	-4	3	17	-2	11	15	-0.8
O=C(CSc1ncnc2c1oc1ccccc12)Nc1nc2ccccc2s1
    -4	5	17	6	13	5	22	0.2
Clc1ccc(Oc2cccc(/C=N/n3cnnc3)c2)cc1
    3	1	29	0	-29	1	21	-2.0
Cc1cccnc1CN1CCN(C(=O)CCc2nnc(CCc3ccccc3)o2)CC1
    -1	1	2	-30	-20	-4	-10	3.9
COc1cc(S(=O)(=O)Nc2c(C)nn(C)c2C)ccc1NC(C)=O
    -7	1	7	13	23	-5	-14	0.8
CSCC[C@H](NC(=O)[C@H]1CC[C@H](CNC(=O)[C@@H](N)Cc2ccccc2)CC1)C(=O)O
    1	-2	12	6	-10	0	23	1.2
CCc1ccc(C(O)(CC(C)C)C(CN2CCOCC2)c2ccccc2)cc1 (stereo not given)
    -2	2	44	18	0	31	83*	-1.4
Cc1cc(-c2nnc(CCC(=O)NC(C)c3cccc4ccccc34)o2)no1 (stereo not given)
    -2	-1	18	-8	-13	-18	-7	-1.4
COc1ccc(NC(=O)CN2CCN(C(=O)N3CCOCC3)CC2)cc1
    -1	-4	6	-25	-8	-27	13	1.5
Cc1cc(C)nc(N2CCC(C(=O)NCc3cccc(C(F)(F)F)c3)CC2)n1
    2	1	3	22	2	14	-18	0.0
COc1ccccc1C(=O)N1CCN=C1SCc1cccnc1
    10	-2	11	-18	6	10	13	-0.5
O=C(CNC1CCCCC1)NCC1(c2ccccc2)CCCC1
    -1	-1	4	14	1	8	2	-0.4
Cc1c(C(=O)O)sc2nc(SCC(=O)Nc3ccc(S(=O)(=O)NC(C)(C)C)cc3)[nH]c(=O)c12
    2	-4	22	33	-15	-16	7	-0.1
CCCNC(=O)c1cccc(Cn2cc(Br)c([N+](=O)[O-])n2)c1
    0	-2	10	6	-1	13	17	-0.2

Grouped by structure, those above containing two or more sulfur atoms
Fields: APJ ag	UPR XBP1 act	tim23-1 inh	697 NFkB inh	Jurkat NFkB inh	APJ antag	Mdm2 MdmX PPI	UPR CHOP act
Cc1ccc(-c2csc3ncnc(SCC(=O)NCc4ccc5c(c4)OCO5)c23)cc1
    -4	-4	9	13	-6	-5	43	0.3
Cc1ccc2sc(N(CCN(C)C)C(=O)/C=C/c3cccs3)nc2c1C
    -2	-5	33	7	8	11	52*	2.7
Cc1ccc(C(=O)OCC(=O)Nc2cc(S(C)(=O)=O)ccc2Cl)cc1S(=O)(=O)N1CCCCC1
    1	-8	11	6	5	-33	21	-0.9
O=C(CSc1ncnc2c1oc1ccccc12)Nc1nc2ccccc2s1
    -4	5	17	6	13	5	22	0.2
Cc1c(C(=O)O)sc2nc(SCC(=O)Nc3ccc(S(=O)(=O)NC(C)(C)C)cc3)[nH]c(=O)c12
    2	-4	22	33	-15	-16	7	-0.1

As entered above:
CCCNC(=O)c1cccc(Cn2cc(Br)c([N+](=O)[O-])n2)c1 | Jurkat NFkB inh: -1
COc1ccc(NC(=O)CN2CCN(C(=O)N3CCOCC3)CC2)cc1 | 697 NFkB inh: -25
Cc1cccnc1CN1CCN(C(=O)CCc2nnc(CCc3ccccc3)o2)CC1 | APJ ag: -1

(list continues)
Fields: APJ ag	UPR XBP1 act	tim23-1 inh	697 NFkB inh	Jurkat NFkB inh	APJ antag	Mdm2 MdmX PPI	UPR CHOP act
Cc1nnc(NC(=O)c2ccc(S(=O)(=O)N3CC(C)CC(C)C3)cc2)o1 (stereo not given)
    -3	7	2	14	-10	2	30	0.5
CC(=O)N(Cc1nc2sc(C)c(C)c2c(=O)[nH]1)C1CCCC1
    0	0	5	7	-3	14	9	1.1
O=C(COC(=O)CCc1ccc(S(=O)(=O)N2CCOCC2)cc1)Nc1cccc(Cl)c1
    -4	1	14	3	-2	-19	29	-1.9
O=C(Nc1ccncc1)c1cc(S(=O)(=O)N2CCCC2)ccc1Cl
    3	0	8	-24	2	-7	26	1.0
O=C(c1ccccc1)c1sc(N2CCOCC2)nc1-c1ccccc1
    -2	0	-4	8	2	7	-2	-1.5
OCC1(Cc2ccccc2)CCN(Cc2ccccn2)CC1
    -4	-7	3	8	-1	-17	-9	0.5
CCCNC(=O)CSc1nc(Cc2ccccc2)nc2ccccc12
    0	-1	15	4	-8	0	28	0.4
COc1ccc(C)cc1N/C(N)=N/c1nc(C)cc(C)n1
    4	1	1	-9	3	13	17	-0.9
COc1ccc(NC(=O)/C(C#N)=C/c2ccc(OCc3ccccc3F)cc2)cc1
    0	-3	-26	17	-65	-2	12	-1.3
COc1ccc(OCc2nn3c(-c4ccccn4)nnc3s2)cc1
    0	2	-9	-13	-24	-1	-1	1.5
O=C(N/C=N/OCc1cccc(C(F)(F)F)c1)N1OC[C@@H]2COc3ccc4ccccc4c3[C@@H]21
    1	-7	14	-1	-13	-7	1	-1.6
O=C(Nc1nnc(C2CCCC2)s1)C1CCN(S(=O)(=O)c2ccc(Cl)cc2)CC1
    -5	0	-11	9	17	5	35	2.9
CCC(C)(C)NC(=O)c1ccc(Br)o1
    -1	-4	4	14	3	-4	-6	-0.4
Cc1ccc(C(=O)/C=C/c2ccc(-c3ccccc3[N+](=O)[O-])o2)cc1
    3	0	31	-5	-4	-13	11	2.2
COc1ccc(C(C(=O)NC2CCCCC2)N(CC2CCCO2)C(=O)CNC(=O)c2ccco2)cc1 (stereo not given)
    3	3	18	-15	-3	-17	-4	-0.4

Three compounds picked at random from the list so far, as already listed:
Fields: APJ ag	UPR XBP1 act	tim23-1 inh	697 NFkB inh	Jurkat NFkB inh	APJ antag	Mdm2 MdmX PPI	UPR CHOP act
COc1ccc(C(C(=O)NC2CCCCC2)N(CC2CCCO2)C(=O)CNC(=O)c2ccco2)cc1 (stereo not given)
    3	3	18	-15	-3	-17	-4	-0.4
Cc1ccc(C(=O)/C=C/c2ccc(-c3ccccc3[N+](=O)[O-])o2)cc1
    3	0	31	-5	-4	-13	11	2.2
CCC(C)(C)NC(=O)c1ccc(Br)o1
    -1	-4	4	14	3	-4	-6	-0.4
